LMPTP block: LMPTP (human) inhibition | inhibition, % at 20 µM | P24666 | recombinant LMPTP-A, OMFP fluorogenic substrate, fluorescence intensity | 0.22% of 360,000 active;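 active = compounds that cut the enzyme signal by at least half of the control window in the single-dose screen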;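 also: plate controls were DMSO wells with enzyme plus substrate for no effect and substrate without enzyme for full effect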
Target sequence (P24666 whole entry, looked up): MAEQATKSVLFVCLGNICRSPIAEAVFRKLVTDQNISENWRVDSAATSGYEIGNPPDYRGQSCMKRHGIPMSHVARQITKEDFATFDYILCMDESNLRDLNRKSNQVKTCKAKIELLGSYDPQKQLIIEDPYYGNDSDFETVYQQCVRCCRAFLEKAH
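Material: LMPTP-A; amount: 0.625 nM enzyme; doses: single 20 µM dose; times: reaction 50 min, room temperature, dark; technique: fluorescence intensity of OMFP turnover product; benchmarks: no-enzyme and uninhibited controls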
NadD block: inhibitors of Staphylococcus aureus NadD. purified NadD enzyme, colorimetric absorbance read-out. inhibition, % at 20 µM. 0.78% of 360,000 active. AID 602399; in the data active = inhibition above about 26%; also: some compounds past the cut are filed as inactive
Rpn11 inh: inhibitors of human proteasome Rpn11. O00487. human 26S proteasome, Ub4-pepOG fluorescence polarization; 20S core pre-blocked with epoxomicin. calls only at 20 µM. 0.59% of 360,000 active;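 active = inhibition at 20 µM, scaled to each plate's controls, above about 33%, limit read from the data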
Target sequence (O00487 whole entry, looked up): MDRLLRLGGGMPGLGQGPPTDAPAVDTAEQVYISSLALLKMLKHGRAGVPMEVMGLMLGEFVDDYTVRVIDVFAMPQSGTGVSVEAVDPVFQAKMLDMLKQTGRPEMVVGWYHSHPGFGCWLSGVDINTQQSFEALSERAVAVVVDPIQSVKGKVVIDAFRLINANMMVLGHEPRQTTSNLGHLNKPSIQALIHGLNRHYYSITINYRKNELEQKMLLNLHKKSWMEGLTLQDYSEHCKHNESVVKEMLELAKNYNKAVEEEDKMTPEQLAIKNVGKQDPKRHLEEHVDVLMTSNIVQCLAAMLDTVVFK
SUMO1-SIM PPI: modulators of human SUMO1-mediated protein-protein interactions; P63165; SUMO1 binding to a labelled peptide, TR-FRET, 1 h; inhibition, % at 20 µM; 0.33% of 360,000 active; AID 602429; in the data active = inhibition above about 37%
Tb MetRS inh: Trypanosoma brucei MetRS inhibition. purified T. brucei MetRS, ATP depletion, Kinase-Glo luminescence. inhibition, % at 11.9 µM. 0.4% of 360,000 active. AID 624268;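 active = inhibition above a per-plate cutoff of the control wells' mean inhibition plus 3 SD, cut at about 5.5% in these data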;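 also: 0% = DMSO wells median and 100% = median of wells with control inhibitor compound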
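Assay system: T. brucei methionyl-tRNA synthetase, purified | Medium: HEPES buffer with MgCl2, KCl, DTT, spermine, BSA, pyrophosphatase | Compound: 11.9 µM single point | Incubation: 15 min enzyme-compound preincubation, 2 h reaction, 10 min detection, 25 °C | Measured by: Kinase-Glo luciferase luminescence reporting remaining unconsumed ATP | Measure: % inhibition normalized to control-well medians | Replication: Singlicate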
STEP block: blocks human striatal-enriched tyrosine phosphatase. P54829. recombinant STEP, OMFP fluorogenic substrate, fluorescence. inhibition, % at 20 µM. 0.25% of 360,000 active;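 active = inhibition at 20 µM, scaled per plate between control wells, above about 37%, limit read from the data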;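 also: 0% = DMSO with enzyme and substrate and 100% = substrate only without enzyme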
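Assay system: isolated STEP enzyme / Timing: 20 min at room temperature, dark / Doses: 20 µM, 1% DMSO / Technique: fluorescence intensity, excitation 480 nm, emission 540 nm / Reagent: fluorogenic phosphatase substrate OMFP at 25 µM final / Measure: percent inhibition scaled to no-enzyme and uninhibited-enzyme controls, plate-pattern corrected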
Scp1 inh: Scp-1 (human) phosphatase inhibition; Recombinant Scp1, phosphopeptide, malachite green phosphate absorbance; 0.88% of 340,000 active; AID 493091; Q9GZU7; inhibition, % at 20 µM;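 active = inhibition above about 50% at 20 µM, limit read from the data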;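 also: plate controls were DMSO wells with enzyme for no effect and wells lacking enzyme for full effect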
Target sequence (Q9GZU7 76-261 limits assumed): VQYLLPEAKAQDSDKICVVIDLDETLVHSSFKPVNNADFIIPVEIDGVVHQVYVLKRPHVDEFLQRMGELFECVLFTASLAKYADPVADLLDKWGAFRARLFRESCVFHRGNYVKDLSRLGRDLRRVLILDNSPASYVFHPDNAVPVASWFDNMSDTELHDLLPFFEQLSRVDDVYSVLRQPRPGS
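Test system: SCP-1 catalytic domain; Buffer or medium: Acidic Tris acetate buffer with magnesium and detergent; Also added: Phosphorylated 17-residue peptide substrate; Compound: single 20 µM dose, 1% DMSO; Schedule: enzyme reaction 45 min at room temperature, colour 5 min, stabilisation 30 min; Signal: Phosphate-binding colour reagent, absorbance read at 630 nm.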
CSN inh: blocks human CSN-mediated cullin deneddylation | Q92905 | Purified CSN, SCF-Nedd8-OG deneddylation, fluorescence polarization | inhibition, % at 12.5 µM | 0.38% of 360,000 active;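 active = pattern-corrected inhibition above about 35%, with an unprinted fluorescence ratio check between 0.5 and 1.5, limit read from the data, passing the limit was not always enough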;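 also: 0% = enzyme with substrate and 100% = substrate without enzyme; some results filed as inactive read as strong as hits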
Target sequence (Q92905 whole entry, looked up, one chain of several): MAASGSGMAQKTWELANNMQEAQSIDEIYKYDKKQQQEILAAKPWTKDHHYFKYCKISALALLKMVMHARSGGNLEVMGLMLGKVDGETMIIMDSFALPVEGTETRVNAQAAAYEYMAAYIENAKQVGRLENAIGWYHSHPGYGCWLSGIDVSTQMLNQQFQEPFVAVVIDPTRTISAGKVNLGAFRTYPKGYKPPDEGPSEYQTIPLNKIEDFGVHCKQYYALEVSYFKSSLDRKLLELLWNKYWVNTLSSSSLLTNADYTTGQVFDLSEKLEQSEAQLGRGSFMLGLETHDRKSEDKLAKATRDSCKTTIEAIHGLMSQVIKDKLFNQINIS
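test system = HEK293T-derived human Csn5 enzyme | amount = 0.24 nM Csn5 enzyme, final concentration | medium = Tris/NaCl/DTT buffer, pH 7.5 | schedule = 90 min reaction at room temperature | signal = FP | evaluation = inhibition of Csn5 cleavage, % | compound dosing = single dose of 12.5 µM compound with 0.25% DMSO | probe or stimulus = 10 nM SCFSkp2-Nedd8OG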
MLLE-PAM2 inh: inhibitors of microRNA-mediated deadenylation, human PABP1 MLLE binding | 0.36% of 360,000 active | AID 588489 | P11940 | GST-MLLE / FITC-PAM2 fluorescence polarization | inhibition, % at 20 µM; in the data active = inhibition above about 35%, passing the limit was not always enough;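 also: plate controls were DMSO wells with GST-MLLE for no effect and wells lacking GST-MLLE protein for full effect; some results filed as inactive read as strong as hits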
DNMT1 block: inhibitors of human DNMT1. DNMT1 molecular beacon, Hinp1I cleavage, fluorescence. inhibition (reported as % activation of signal), % at 10 µM. 0.83% of 360,000 active; in the data active = inhibition above about 50%
* marks the source's active call; other numbers are inactive results; i = inactive; . = not tested or not shown; & = joins results of further samples.

SMILES | LMPTP block | NadD block | Rpn11 inh | SUMO1-SIM PPI | Tb MetRS inh | STEP block | Scp1 inh | CSN inh | MLLE-PAM2 inh | DNMT1 block
COc1ccc2oc(=O)c(C(=O)NC3CCCCCC3)cc2c1 | 0.0 | -12 | i | -32 | -0.5 | 0 | 18 | 2 | -9 | -2
O=C(O)c1cc(N2C(=O)CCC2=O)ccc1Cl | -2.1 | -2 | i | 0 | -0.5 | -2 | 0 | -5 | 4 | 1
COCCNS(=O)(=O)c1cc(C(=O)O)ccc1OC | -0.6 | 2 | i | 3 | -0.2 | -5 | -6 | -3 | 17 | -8
CC(Oc1ccc(Cl)cc1Cl)C(=O)Nn1cnnc1 (centres undefined) | -0.7 | -4 | i | 3 | -0.8 | 2 | 2 | -1 | -5 | 0
COC(=O)[C@H](Cc1ccccc1)NC(=O)N1CCN(Cc2ccccc2)CC1 | -1.7 | 3 | i | 0 | 0.6 | 2 | 0 | -2 | 2 | -2
CCC(=O)NC(=S)Nc1ccc(NC(=O)c2cccnc2)cc1 | 1.0 | 0 | i | 2 | -1.1 | -2 | -5 | -9 | 0 | 8
COc1cc(OC)c(OC)cc1CN1CCc2ccccc2C1 | -1.5 | -3 | i | -6 | -0.7 | -2 | -12 | 6 | -2 | 2
COc1ccc(C2C(C(C)=O)=C(O)C(=O)N2c2nccs2)cc1OC (centres undefined) | -0.6 | 2 | i | -9 | -0.2 | -2 | -1 | 0 | 6 | 1
COc1ccc(C(=O)Nc2ccccc2C(=O)N2CCCCC2C)cc1 (centres undefined) | -1.7 | 3 | i | 0 | -0.6 | 0 | -6 | 1 | 10 | 3
COCCC(=O)N1CCCC(CNS(=O)(=O)c2ccc(OC)cc2)C1 (centres undefined) | -0.6 | -2 | i | 1 | -1.5 | -3 | 9 | 1 | 5 | 3
OC(c1ccc(F)cc1)c1nc(-c2cccs2)cs1 (centres undefined) | -0.4 | -8 | i | -8 | -0.2 | 1 | . | 2 | -3 | 2
Cc1oc(-c2ccc(Cl)cc2)nc1CN1CCC(C(=O)NCc2ccco2)CC1 | -1.1 | -1 | i | 3 | -1.3 | 0 | 3 | 10 | -10 | -6
CCC(=O)Nc1ccc(C(=O)Nc2ccc3c(c2)OCO3)cc1 | -1.1 | -1 | i | 4 | -1.6 | -4 | -14 | -6 | 10 | -1
Cc1ccccc1C(=O)Nc1nnc(S(=O)(=O)N2CCCCC2)s1 | 0.2 | -2 | i | 11 | 0.1 | 1 | -1 | 3 | -16 | 7
COc1ccc(C(C(=O)NCC2CCCO2)N(Cc2ccccc2)C(=O)CNC(=O)c2ccco2)cc1OC (centres undefined) | 0.4 | 0 | i | -6 | -0.1 | -1 | 5 | 2 | -3 | 0
Cc1ccc(C)n1NC(=O)c1cccs1 | 1.2 | 26 | i | 28 | -1.2 | -2 | 0 | 21 | -16 | -1
COc1cc(CNn2nnnc2N)ccc1OCc1c(Cl)cccc1Cl | -1.0 | -1 | i | 3 | -0.2 | -1 | 3 | 4 | 2 | -7
Cc1noc(C)c1C(=O)Nc1cccc(S(=O)(=O)N2CCOCC2)c1 | -0.4 | 3 | i | 2 | -0.1 | -2 | -8 | -5 | 3 | 5
CN(Cc1cnccn1)Cc1ccccc1OCC(O)CN1CCc2ccccc2C1 (centres undefined) | 2.0 | -11 | i | -3 | -0.2 | 1 | -7 | 0 | 4 | -4
CCOCCn1c(COc2ccccc2)nc2ccccc21 | -0.3 | -1 | i | -1 | -1.4 | 4 | -7 | -2 | -5 | -1
Cc1ccc(NC(=S)NC(=O)CC2CC(C)(C)OC2=O)cc1 (centres undefined) | 0.1 | 3 | i | 0 | 0.5 | -3 | -9 | -1 | 24 | 2
CCCOc1ccc(N2C(=O)CC(N3CCOCC3)C2=O)cc1 (centres undefined) | -1.9 | 6 | i | -3 | -0.7 | -1 | -10 | -1 | 14 | -2
NNc1nc2c(Cl)c(Cl)ccc2s1 | 26 | 0 | i | 1 | 0.0 | -3 | -4 | -8 | 16 | 1
O=C(NNc1ccc([N+](=O)[O-])cc1[N+](=O)[O-])c1ccco1 | -0.1 | -2 | i | -50 | -0.2 | 3 | -5 | -1 | -105 | 1
Cc1cc(O)c(Sc2ccc(Cl)cc2)c(=O)[nH]1 | -2.7 | -5 | i | 5 | -0.4 | -1 | -13 | 1 | 13 | 1
CCc1ccc(C(=O)Nc2ccc(C)c(NS(C)(=O)=O)c2)cc1 | -0.4 | 3 | i | -7 | 0.1 | -2 | -11 | -1 | -9 | -5
CCOC(=O)N1CCN(C(=O)COC(=O)c2oc3ccc(OC)cc3c2C)CC1 | 1.3 | -5 | i | -1 | -0.2 | 1 | -11 | -1 | 5 | -2
O=c1cc(-c2cccc([N+](=O)[O-])c2)[nH][nH]1 | -0.9 | -4 | i | -11 | -0.5 | -4 | -2 | -4 | 1 | -10
CCOC(=O)N(C)c1c(CC)nc2c(OCCC3CCCCC3)cccn12 | 0.6 | 0 | i | 9 | -0.1 | 5 | . | 2 | 11 | -4
O=NN(CCCl)C(=O)NCCCl | -4.2 | -4 | i | 2 | -0.9 | 3 | -6 | 3 | -5 | 6
CCc1ccc(C(=O)Nc2ccc3nc(C)ccc3c2)cc1 | 0.8 | -4 | i | -4 | 0.3 | -1 | -5 | 3 | -2 | -6
Cc1ccc(-n2c(Cn3cnc4ccccc43)nnc2SCC(=O)O)cc1 | -1.1 | -5 | i | -3 | -0.4 | 1 | 0 | -10 | 8 | 2
Cc1cccc(NC(=O)CSc2nc(=O)n(CCCN3CCOCC3)c3c2CCCC3)c1 | -0.8 | -1 | i | 5 | -0.4 | -2 | 1 | 0 | 12 | -1
COc1ccc(CCN(C)C(=S)NC(=O)c2ccc(F)cc2Cl)cc1OC | -2.0 | -1 | i | 2 | -0.8 | 2 | -4 | 2 | -2 | -1
Cn1c(CSc2ncccn2)nnc1SCC(=O)N1CCCC1 | -0.6 | 6 | i | 9 | -1.1 | -4 | 9 | 0 | -1 | 0
O=C(CSc1nc2ccccc2[nH]1)NC(=O)NCc1ccco1 | 0.1 | 1 | i | 0 | 0.1 | -2 | 16 | 6 | -26 | 7
Cc1ccccc1-n1c(SCC(=O)N/N=C/c2c(C)nn(-c3ccccc3)c2C)nc2ccccc2c1=O | 4.9 | 29 | i | 1 | -0.8 | 0 | -2 | 4 | 37 | -27
COc1cc(C)c(C)cc1S(=O)(=O)N1CCN(Cc2ccccc2)CC1 | -2.4 | 0 | i | -3 | -1.5 | -2 | 13 | 5 | 5 | 3
Cn1c2c(c(=O)n(C)c1=O)C(c1ccc(O)cc1)Nc1ccccc1O2 (centres undefined) | 0.5 | -1 | i | 2 | -1.1 | 5 | 1 | 1 | 3 | 4
N=C1CCCN1CC(=O)c1ccc(Cl)cc1 | -3.3 | -4 | i | -2 | 0.7 | -3 | 9 | -10 | 10 | 1
CC(C)NC(=O)c1onc(CSc2ccc(Cl)cc2)c1C(=O)NC(C)C | 0.1 | -7 | i | 6 | 0.5 | 0 | -2 | -3 | -2 | 5
COc1ccc(/C=N/OCc2ccc(Br)cc2)c(OC)c1 | -0.9 | -5 | i | -7 | -1.3 | -1 | -17 | 2 | 2 | 0
CCOC(=O)C1=C(C)NC(SCC(N)=O)=C(C#N)C1c1ccncc1 (centres undefined) | -0.2&-0.9 | 2&2 | i | 14&-6 | 0.1&0.4 | 2&-3 | -2&-2 | 0&8 | -24&-1 | -2&3
COC(=O)c1ccc2c(=O)n(CC3CCCO3)c(=S)[nH]c2c1 (centres undefined) | -1.6 | 1 | i | 2 | 0.7 | 2 | -12 | 3 | -38 | 0
COc1ccccc1CNC(=O)c1ccccc1OC | -1.3 | 7 | i | -5 | -0.6 | -5 | -5 | 2 | -8 | 0
COc1cc2c(cc1[N+](=O)[O-])-c1ccc([N+](=O)[O-])cc1C2 | 0.7 | 10 | i | -75 | 0.1 | 3 | . | 0 | -12 | -12
Cc1c(NC(=O)c2ccc(NS(=O)(=O)c3ccc(F)c(F)c3)cc2)c(=O)n(-c2ccccc2)n1C | -1.3 | -4 | i | 2 | 0.0 | 0 | 0 | 0 | 5 | 3
O=C1Nc2ccccc2N(O)N1c1cc(-c2ccccc2)[nH]n1 | 0.4 | -4 | i | 0 | 0.1 | -2 | 1 | -1 | -1 | -3

Exported as tab-separated lines: 2 of the compounds above
SMILES	LMPTP block	NadD block	Rpn11 inh	SUMO1-SIM PPI	Tb MetRS inh	STEP block	Scp1 inh	CSN inh	MLLE-PAM2 inh	DNMT1 block
COC(=O)c1ccc2c(=O)n(CC3CCCO3)c(=S)[nH]c2c1 (centres undefined)	-1.6	1	i	2	0.7	2	-12	3	-38	0
Cn1c2c(c(=O)n(C)c1=O)C(c1ccc(O)cc1)Nc1ccccc1O2 (centres undefined)	0.5	-1	i	2	-1.1	5	1	1	3	4

Part of the list above, in markdown:
| structure | LMPTP block | NadD block | Rpn11 inh | SUMO1-SIM PPI | Tb MetRS inh | STEP block | Scp1 inh | CSN inh | MLLE-PAM2 inh | DNMT1 block |
| --- | --- | --- | --- | --- | --- | --- | --- | --- | --- | --- |
| CCOC(=O)C1=C(C)NC(SCC(N)=O)=C(C#N)C1c1ccncc1 (centres undefined) | -0.2&-0.9 | 2&2 | i | 14&-6 | 0.1&0.4 | 2&-3 | -2&-2 | 0&8 | -24&-1 | -2&3 |
| COC(=O)c1ccc2c(=O)n(CC3CCCO3)c(=S)[nH]c2c1 (centres undefined) | -1.6 | 1 | i | 2 | 0.7 | 2 | -12 | 3 | -38 | 0 |
| COc1ccccc1CNC(=O)c1ccccc1OC | -1.3 | 7 | i | -5 | -0.6 | -5 | -5 | 2 | -8 | 0 |
| COc1cc2c(cc1[N+](=O)[O-])-c1ccc([N+](=O)[O-])cc1C2 | 0.7 | 10 | i | -75 | 0.1 | 3 | . | 0 | -12 | -12 |

An unsorted share of the library (roughly 3.6% active in at least one column).
